# Screening results (PubChem)
# KDM5B inhibitor: KDM5B demethylase inhibition; Q9UGL1; KDM5B demethylase, FDH-coupled NADH fluorescence (FDH is formaldehyde dehydrogenase); Potency, µM (highest dose often 57.7 µM), without a hit: at the highest dose activity change, negative = inhibition, actives largely listed as inhibitors; hit rate 2.6% among 220,000; AID 1347165; active means well fitted inhibition curve with a large enough effect; inconclusive means small, poorly fitted or top-dose-only effect; inactive means no such curve, though single readings can be large or run the other way; further: 0% is about no effect; nearly all actives have a fitted effect of over 70% in size
# Target sequence (Q9UGL1 whole entry, looked up): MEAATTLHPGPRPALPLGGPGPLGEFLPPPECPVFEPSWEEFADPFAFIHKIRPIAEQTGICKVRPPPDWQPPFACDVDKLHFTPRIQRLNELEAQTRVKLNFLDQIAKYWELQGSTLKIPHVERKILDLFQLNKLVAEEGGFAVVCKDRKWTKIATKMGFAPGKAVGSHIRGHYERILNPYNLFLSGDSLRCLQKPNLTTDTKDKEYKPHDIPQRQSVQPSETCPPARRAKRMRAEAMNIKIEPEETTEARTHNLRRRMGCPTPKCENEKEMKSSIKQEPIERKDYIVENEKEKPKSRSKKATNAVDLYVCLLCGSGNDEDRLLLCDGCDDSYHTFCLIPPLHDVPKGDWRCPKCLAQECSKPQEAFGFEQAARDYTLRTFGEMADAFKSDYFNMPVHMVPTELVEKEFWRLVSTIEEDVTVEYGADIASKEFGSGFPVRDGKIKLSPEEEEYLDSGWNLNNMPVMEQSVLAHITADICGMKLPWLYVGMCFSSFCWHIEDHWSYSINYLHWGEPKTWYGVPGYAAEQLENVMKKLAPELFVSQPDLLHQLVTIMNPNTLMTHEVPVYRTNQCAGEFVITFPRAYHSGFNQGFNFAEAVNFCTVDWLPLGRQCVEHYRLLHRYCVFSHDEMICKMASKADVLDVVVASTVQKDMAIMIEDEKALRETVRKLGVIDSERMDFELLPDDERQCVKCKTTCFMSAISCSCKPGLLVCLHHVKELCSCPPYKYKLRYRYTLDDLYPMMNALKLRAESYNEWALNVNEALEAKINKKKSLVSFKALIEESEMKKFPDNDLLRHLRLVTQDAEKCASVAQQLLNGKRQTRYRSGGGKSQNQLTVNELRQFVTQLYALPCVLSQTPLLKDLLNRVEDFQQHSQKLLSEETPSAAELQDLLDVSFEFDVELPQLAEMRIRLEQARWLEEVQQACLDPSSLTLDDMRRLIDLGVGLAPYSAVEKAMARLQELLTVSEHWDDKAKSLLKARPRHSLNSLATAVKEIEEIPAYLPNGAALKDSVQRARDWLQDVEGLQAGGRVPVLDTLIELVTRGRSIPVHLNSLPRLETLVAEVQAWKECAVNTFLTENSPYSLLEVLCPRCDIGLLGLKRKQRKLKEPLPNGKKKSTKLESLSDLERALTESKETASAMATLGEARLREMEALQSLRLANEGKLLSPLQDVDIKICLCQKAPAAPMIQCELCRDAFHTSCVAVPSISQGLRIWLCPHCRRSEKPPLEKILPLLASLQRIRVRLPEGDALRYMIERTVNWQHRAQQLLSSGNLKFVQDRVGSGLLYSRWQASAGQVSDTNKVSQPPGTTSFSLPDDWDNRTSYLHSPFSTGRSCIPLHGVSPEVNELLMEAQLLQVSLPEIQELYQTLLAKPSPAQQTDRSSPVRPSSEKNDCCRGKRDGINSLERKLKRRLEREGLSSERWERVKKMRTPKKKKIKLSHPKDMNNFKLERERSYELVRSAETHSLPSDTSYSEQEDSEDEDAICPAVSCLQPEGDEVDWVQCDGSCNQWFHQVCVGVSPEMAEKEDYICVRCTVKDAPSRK
#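 Inhibition is measured as reduced NADH fluorescence generation from FDH coupling to formaldehyde release. Truncated KDM5BΔAP at 200 nM final acts on H3K4me3 peptide (12.5 µM in substrate mix) in pH 7.5 HEPES buffer with Tween-20, 30 min, room temperature.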
# Active calls of the source: *; ? = inconclusive; [ ] = remark or other dose. Potency means the concentration at half of the fitted maximal effect.
SMILES,KDM5B inhibitor
CC(C)CC(=O)Nc1ccc(Cl)c(-c2nc3ccccc3[nH]2)c1,-21%
O=C([C@H]1C[C@H](Oc2cccnc2)CN1C(=O)Nc1cccc(F)c1)N1CCOCC1,1%
COc1ccc(CCNC(=O)c2cc(C3CC3)nc3c2cnn3C(C)C)cc1OC,7%
COc1ccccc1-c1nnc(SCc2csc(Nc3ccc(C)cc3)n2)o1,?
Cn1c(SCC(=O)N2CCCC2)nc2ccsc2c1=O,-15%
Cn1cccc1C(=O)N1[C@@H]2CC[C@H]1CC(NC(=O)c1ccc(F)cc1)C2 (stereo not given in full),1%
Cc1ccc(CN[C@@H]2CO[C@H](CNC(=O)CC(C)(C)C)[C@H]2O)cc1,32%[86.2 µM]
O=C(CSCc1ccccc1Br)Nc1cccc(F)c1,1%
Cc1cc(F)ccc1S(=O)(=O)N1CCCOC1CNC(=O)C(=O)NCc1ccncc1 (stereo not given),20%
O=C(Cc1cn2ccsc2n1)NC1CC(c2nnc(CO)n2C2CC2)C1 (stereo not given),-23%
COc1cccc([S+](=O)([O-])N2CCC(N3CCCOC3=O)CC2)c1,25%[149 µM]
Cc1ccc(NC(=O)N2CCOCCNC(=O)[C@H]3CCCC[C@H]32)cc1C,-18%
CS(=O)(=O)NNC(=O)c1sccc1OCc1ncc(C(F)(F)F)cc1Cl,18%
COc1ccc(-c2csc3ncnc(Nc4cc(OC)cc(OC)c4)c23)cc1,?
Cc1ccc(-c2nc(CN3C(=O)C(=O)N(C(C)C)C3=O)co2)c(C)c1,13%
N#C/C(=C/c1ccccc1OC(F)F)C(=O)Nc1cccc(C(F)(F)F)c1,?
COc1ccc(-n2nnnc2SCC(=O)Nc2cc(C)nn2-c2ccccc2C)cc1,2%
COCCNC(=O)[C@H]1C[C@H](Oc2ccccc2)CN1C(=O)Nc1cccc(F)c1,-7%
CN(C)CCNC(=O)C(=O)NCC1OCCN1S(=O)(=O)c1ccc2c(c1)OCCO2 (stereo not given),40%
CCOCc1ccccc1Nc1ncnc2onc(-c3ccc(Cl)cc3)c12,-24%
COc1cc(OC)c(N(C)C(=O)c2c(C)oc3ncnc(N4CCCCC4)c23)cc1Cl,-15%
Cc1ccc(Oc2ccccc2NC(=O)Cc2nn(C)c(=O)c3ccccc23)cc1,9%
O=C(c1cc(COc2c(F)cccc2F)on1)N1CCc2ccccc2C1,-1%
N#Cc1cccc(CN2CCCN(S(=O)(=O)c3ccccc3)CCC(=O)NCC2)c1,-13%
O=C(NCc1cccnc1)c1nc(-c2ccc(Cl)cc2Cl)c2ccccn12,79µM*
CCOC(=O)C1CCC(CN(Cc2ccc(Cl)cc2)S(=O)(=O)c2ccc(F)c(C(=O)Nc3cccc(F)c3)c2)CC1 (stereo not given),-4%
O=C(C1CCCCC1)N1CC[C@](O)(c2ccccc2)[C@H](N2CCCC2)C1,8.9µM*
O=C(Nc1c(F)cc(F)cc1Br)C1CCN(C(=O)N2CCOc3ccccc32)CC1,13%
Cc1cc(NC(=O)CCC(=O)N(Cc2ccco2)C2(C(=O)NC3CCCCC3)CCCCC2)no1,17%
Cn1cc(-c2cccc(Cl)c2)c2nc(CO)cn2c1=O,-3%[115 µM]
Cc1ccc(NC(=O)c2c(C)nc3sc(C(=O)Nc4ccc(F)cc4)c(N)c3c2-c2ccc(Cl)cc2)c(C)c1,-25%
CCOCCOC1CCN(C(=O)Nc2ccc(OC)cc2)CC1,-23%
CCN1c2cc(C(=O)NCc3ccc(Br)cc3)ccc2C(=O)N2CCCCC21 (stereo not given),?
COCc1nc(C2CCCN(C(=O)CCc3ccccc3)C2)no1 (stereo not given),-3%
CCOc1ccc(NC(=O)Nc2ccc(CN3CCOCC3)cc2)cc1,13%
Cc1ccc(Nc2ncncc2-c2nc(-c3ccccc3)no2)cc1F,71%[activator]
COc1ccccc1NC(=O)CN1C(=O)NC2(CCCCC2)C1=O,-7%
CCCCOC(=O)COc1ccc2c(=O)c(Oc3ccc(CC)cc3)c(C(F)(F)F)oc2c1,7%
COc1ccc(NC(=O)CC2C(=O)N(c3ccccc3)C(=O)N2CCc2sccc2C)cc1 (stereo not given),-12%
COc1ccc(Br)cc1CNC(=O)c1cc(=O)[nH]c2ccc(S(=O)(=O)N3CCCCC3C)cc12 (stereo not given),70%[activator]
CCN1CCCC2(Cc3ccccc3CN(C(=O)CCCC(=O)O)C2)C1 (stereo not given),21%[115 µM]
Cc1nc(CNS(=O)(=O)c2ccc(F)cc2)cs1,37%
CC[n+]1c(C)ccc2ccccc21,?
O=C(NCCc1c[nH]c2ccc(F)cc12)C1CCN(c2nc(Cl)nc3nc[nH]c23)CC1,-3%
O=C(CCC1CCCC1)NCCNC(=O)CCC1CCCC1,23%
O=C1CC(c2nc3ccccc3n2CCC2CCCCC2)CN1c1ccccc1Cl (stereo not given),?
Cc1n[nH]c(C)c1CNC(=O)C12CCCC=C1N(Cc1ccccc1)C(=O)CC2 (stereo not given),6%
O=S(=O)(Nc1nc2n(n1)C(c1ccc(F)cc1)C=C(c1ccccc1)N2)c1ccccc1 (stereo not given),?
CCN(CC)CCCNC(=O)CNc1nc(Cl)nc2nc[nH]c12,-1%
c1ccc2[nH]c(-c3ccc4c(c3)CCCC4)cc2c1,?
CC(C)n1cnnc1SCCOc1ccccc1Cl,20%
C/C(=N\N(c1ccccc1)c1ccccc1)c1ccc(Br)cc1,12%
CCCCN(CC)CCCNC(=O)c1nn(C)c2c1CS(=O)(=O)c1ccccc1-2,-8%
O=C(NCc1ccccc1)C1CCCN(C2CCN(C(=O)c3ccco3)CC2)C1 (stereo not given),-29%
CSc1ccc(C)c(C(=O)NCC(C)C)c1,9%
Cc1noc(-c2ccc3c(c2)OCO3)c1C(=O)NCc1cccc(Cl)c1,32µM*
CC(=O)Nc1cc(C(=O)NCc2ccc(F)cc2)ccc1Sc1ccc(F)cc1,-10%
Cc1nn(CC(=O)NCCc2ccccc2Cl)c(=O)c2nn(-c3ccccc3)c(C)c12,-12%
N#Cc1ccc(C(=O)NCC(=O)N2CCCCCNC(=O)CC2c2ccccc2)cc1 (stereo not given),-15%
Cc1c(C#N)c(NC(=O)CSc2nnc(C)n2-c2ccccc2)n(Cc2ccccc2)c1C,11%

# Marked active in KDM5B inhibitor (from the list above):
SMILES,KDM5B inhibitor
O=C(NCc1cccnc1)c1nc(-c2ccc(Cl)cc2Cl)c2ccccn12,79µM*
O=C(C1CCCCC1)N1CC[C@](O)(c2ccccc2)[C@H](N2CCCC2)C1,8.9µM*
Cc1noc(-c2ccc3c(c2)OCO3)c1C(=O)NCc1cccc(Cl)c1,32µM*

# New compounds follow
SMILES,KDM5B inhibitor
CC(CCN1CCC(C(O)(c2ccccc2)c2ccccc2)CC1)Oc1cccc(F)c1 (stereo not given),14%
O=C(NC1CCCCC1)N1CCC(c2noc(-c3ccccn3)n2)C1 (stereo not given),18%
Cc1cnc(C(=O)N[C@@H]2CCC[C@@H]2C(=O)N2CCN(C(C)C)CC2)cn1,?
C=Cc1ccc(Cn2c(C)c(CNCc3cccc(Br)c3)c(C(=O)O)c2C)cc1,-17%
COc1cccc(-c2n[nH]c(=O)c3c2C(c2ccc(C(C)(C)C)cc2)n2nnnc2N3)c1 (stereo not given),?
COc1ccc(-c2cc(N3CCCN(C(=O)c4cccc(Cl)c4)CC3)n[nH]2)cc1,-35%
CCCn1c(N)c(C(=O)CSc2ccc3ccccc3n2)c(=O)n(C)c1=O,8%
CCNC(=S)NNC(=O)c1ccc(C)cc1,-3%
CCCNc1ccc2nnc(C)n2n1,-29%
COc1ccc(OC)c(CN2CC[C@@H]3OCC(=O)N(Cc4ccccc4)[C@H]3CC2)c1,-18%[86.2 µM]
CCCCCn1c(=O)n(CC(=O)Nc2ccccc2C)c(=O)c2c1ncn2CC(C)C,6%
COc1cc(NC(=O)CCNC(=O)Cn2cnc3ccccc3c2=O)cc(OC)c1OC,-13%
COCc1noc(-c2ccc(NC[C@H]3CCc4ccccc4O3)nc2)n1,?
COc1ccc(C(=O)NC2CCN(c3cc(-c4ccccc4)[nH]n3)CC2)c(C)c1,-9%
COc1cc(Nc2nc3ccc(Cl)cc3nc2-n2nc(C)cc2C)cc(OC)c1,-11%
COCCN1CCCN(C(=O)c2ccc(F)c(F)c2)c2ccccc21,-39%
CC(C)c1cc(C(=O)NC(C)c2nc(-c3cccnc3)no2)on1 (stereo not given),2%
O=C(NCCCn1nccc1C1CC1)C1NCCc2[nH]cnc21 (stereo not given),?
CC(=O)N1CC2(CCCCN2Cc2ccc(Cl)cc2)Cc2ccccc21 (stereo not given),1%[115 µM]
COC(=O)c1ccccc1NC(=O)CCC(=O)N1CC(C)Sc2ccccc21 (stereo not given),?

# An excerpt from above in order of the KDM5B inhibitor value, descending:
SMILES,KDM5B inhibitor
CC(C)c1cc(C(=O)NC(C)c2nc(-c3cccnc3)no2)on1 (stereo not given),2%
CCNC(=S)NNC(=O)c1ccc(C)cc1,-3%
COc1cc(Nc2nc3ccc(Cl)cc3nc2-n2nc(C)cc2C)cc(OC)c1,-11%
COc1ccc(-c2cc(N3CCCN(C(=O)c4cccc(Cl)c4)CC3)n[nH]2)cc1,-35%

# Returning to the listing, repeating the three entries before the break.
SMILES,KDM5B inhibitor
O=C(NCCCn1nccc1C1CC1)C1NCCc2[nH]cnc21 (stereo not given),?
CC(=O)N1CC2(CCCCN2Cc2ccc(Cl)cc2)Cc2ccccc21 (stereo not given),1%[115 µM]
COC(=O)c1ccccc1NC(=O)CCC(=O)N1CC(C)Sc2ccccc21 (stereo not given),?
CCCN(CC#N)CC(=O)NC(C)(C#N)C(C)C (stereo not given),21%
CCC(Sc1nnc(C)n2c1cc1occc12)C(=O)Nc1ccccc1F (stereo not given),?
NCCC(=O)N1CCC(n2nccc2NC(=O)c2ccc3c(c2)OCO3)CC1,?
CCc1ccccc1NC(=O)c1cc2nc(-c3ccc(Br)cc3)cc(C(F)(F)F)n2n1,122%[activator]
Cc1[nH]c(C)c(S(=O)(=O)N2CCN(c3ccc(Cl)cc3)CC2)c1C(=O)N1CCCC1,13%
Cn1cccc1C(=O)N1CC[C@H](CO)[C@H](NC(=O)C2CC2)C1,8%
COCCCNc1oc(-c2ccc(COc3ccccc3C)o2)nc1C#N,?
C=CCSc1ncnc2c1oc1nc3c(cc12)COC(C)(C)C3,0%
CC(C)NC(=O)c1nc(-c2ccc3cc[nH]c3c2)no1,-10%
Cc1cccc2[nH]c(COc3ccc(F)cc3)nc12,16%
CCc1ccccc1NC(=O)CN(c1cccc(C)c1C)S(C)(=O)=O,?
CCOc1ccc(N2CC(c3nc4ccccc4n3CCC3CCCCC3)CC2=O)cc1 (stereo not given),14%
CC(C)CCN1CCC2(C1)C(=NC1CCCC1)NC(=O)N2c1cc(F)cc(F)c1 (stereo not given),23%[115 µM]
Cc1oc2c(c1C(=O)N1CCOCC1)CN(CCC(C)C)CC2,-17%
CC(C)OC(=O)C1=C(N)OC2=C(C(=O)CC(C)(C)C2)C1c1ccc(Cl)cc1 (stereo not given),-25%
CCOc1nc2ccccc2nc1N1CCC(C(=O)Nc2cccc(F)c2)CC1,-3%
Cn1nc(C(=O)OCC(=O)NC2CC2)c2ccccc2c1=O,-3%
COCCn1c(C)cc(C(=O)N2CC(COC)C3(CCNCC3)C2)c1C (stereo not given),?
Cc1ccc(S(=O)(=O)c2nnn3c2nc(N2CCC(C(N)=O)CC2)c2cc(Cl)ccc23)cc1C,-3%
N#Cc1nc(Cc2ccccc2)oc1NCc1ccc(F)cc1,-8%

# Only part of the results is shown; the hit share may differ from the screen's.
